From PubChem
Mot1-301 SUMO: yeast Mot1-301 growth rescue at high temperature, primary screen, SUMOylation pathway inhibitor project, S. cerevisiae, ATP luminescence, 38.5C. S. cerevisiae Mot1-301 growth rescue; percent above DMSO median, 100 means doubled. growth rescue, % at 18.8 µM. 1% of 320,000 active. AID 2716, 2010;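 active = every valid replicate shows activation above 250% relative to neutral control wells; inactive = the rest, any valid replicate at or below 250%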;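 note: OY570 slx delta 5 strain wells were the positive control but not used for scaling; some compounds called inactive have numbers as strong as hits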
NSD2 HMT inh: NSD2 histone methyltransferase inhibitors, primary screen, biochemical, AlphaScreen, single concentration, set 2; Histone-lysine N-methyltransferase NSD2 (Homo sapiens), O96028; NSD2 peptide methylation, 120 min; inhibition, % at 12.5 µM; 0.54% of 310,000 active; in the data active = inhibition above about 50%
SR-BI DiI inh: inhibitors of SR-BI mediated HDL lipid uptake, primary screen, ldlA[mSR-BI] cells, fluorescence, single point | Scavenger receptor class B member 1 (Mus musculus), Q61009 | AID 488896, 2010 | ldlA[mSR-BI] CHO cells, DiI-HDL uptake fluorescence, 3 h | 0.96% of 320,000 active | inhibition, % at 12.5 µM;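 active = mean replicate inhibition of at least 70% and a set share of replicates each scoring 70 or more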;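 note: 0% = median of neutral control wells and 100% = median of positive control wells; values of inactives mirror those of a sister screen read the other way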
MITF act: activators of MITF-driven TRPM1 promoter reporter, primary screen, cell-based, SK-MEL-5, luciferase, single point | AID 588334, 2011 | SK-MEL-5 TRPM1-promoter luciferase, 24 h; % of positive control, neutral wells = 0 | activation, % at 12.5 µM | 0.75% of 300,000 active;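 active = mean activation of at least 80% with every replicate also reaching 80%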;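 note: 0% = neutral control wells and 100% = parthenolide positive control wells; values of inactives mirror those of a sister screen read the other way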
dFosB act: activators of delta FosB homodimer, primary screen, biochemical, fluorescence polarization, TAMRA-CDK5 oligo, single point; purified delta FosB; percent of positive-control signal above neutral wells; activation, % at 25 µM; 0.99% of 340,000 active;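 active = mean activation above about 17%, with every replicate also reaching it, limit read from the data, passing the limit was not always enough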;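 note: fluorescence polarization rise as delta FosB binds a TAMRA Cdk5 AP-1 oligo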
CDK5 inh: inhibitors of human CDK5/p35 kinase, primary screen, biochemical, single concentration. Cyclin-dependent kinase 5 (Homo sapiens) + Cyclin-dependent kinase 5 activator 1 (Homo …. Recombinant CDK5/p35, ADP-Glo luminescence, 60 min. inhibition, % at 10 µM. 0.01% of 330,000 active. AID 488839, 2010;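 active = highest replicate inhibition of at least 50% and at least 75% of replicates reaching 50%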;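 note: plate controls were DMSO neutral control for no effect and GW8510 at 10 µM for full effect; many of its hits are not listed in these tables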
PKA-R2B act: activators of PKA-R2B holoenzyme, primary screen, biochemical, fluorescence polarization, Cy5-IP20, human; cAMP-dependent protein kinase catalytic subunit beta (Homo sapiens) + cAMP-dependent …; activation, % at 11.4 µM; 0.079% of 340,000 active; PKA-R2B holoenzyme dissociation; R2B truncated from residue 108, S112A mutant; 0% DMSO only, 100% 113 µM cGMP;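 active = activation above a cutoff set at the mean over all compounds plus 3 SD, cut at about 18% in these data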;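 note: higher means more holoenzyme dissociation and a rise in polarization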
DSG3 Ab inh: inhibitors of pemphigus antibody binding to DSG3, primary screen, biochemical, bead-based, flow cytometry, scFv-GFP; binding (percent of control), % at 10 µM; DSG3-coupled beads, scFv-anti-DSG3-GFP binding; active compounds read low; 0.48% of 310,000 active;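 active = binding more than 3 SD below its plate's average and above zero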;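 note: hits lower antibody fragment binding to DSG3; some compounds called inactive have numbers as strong as hits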
Target sequence (P32926 whole entry, looked up, the tested form may be a part): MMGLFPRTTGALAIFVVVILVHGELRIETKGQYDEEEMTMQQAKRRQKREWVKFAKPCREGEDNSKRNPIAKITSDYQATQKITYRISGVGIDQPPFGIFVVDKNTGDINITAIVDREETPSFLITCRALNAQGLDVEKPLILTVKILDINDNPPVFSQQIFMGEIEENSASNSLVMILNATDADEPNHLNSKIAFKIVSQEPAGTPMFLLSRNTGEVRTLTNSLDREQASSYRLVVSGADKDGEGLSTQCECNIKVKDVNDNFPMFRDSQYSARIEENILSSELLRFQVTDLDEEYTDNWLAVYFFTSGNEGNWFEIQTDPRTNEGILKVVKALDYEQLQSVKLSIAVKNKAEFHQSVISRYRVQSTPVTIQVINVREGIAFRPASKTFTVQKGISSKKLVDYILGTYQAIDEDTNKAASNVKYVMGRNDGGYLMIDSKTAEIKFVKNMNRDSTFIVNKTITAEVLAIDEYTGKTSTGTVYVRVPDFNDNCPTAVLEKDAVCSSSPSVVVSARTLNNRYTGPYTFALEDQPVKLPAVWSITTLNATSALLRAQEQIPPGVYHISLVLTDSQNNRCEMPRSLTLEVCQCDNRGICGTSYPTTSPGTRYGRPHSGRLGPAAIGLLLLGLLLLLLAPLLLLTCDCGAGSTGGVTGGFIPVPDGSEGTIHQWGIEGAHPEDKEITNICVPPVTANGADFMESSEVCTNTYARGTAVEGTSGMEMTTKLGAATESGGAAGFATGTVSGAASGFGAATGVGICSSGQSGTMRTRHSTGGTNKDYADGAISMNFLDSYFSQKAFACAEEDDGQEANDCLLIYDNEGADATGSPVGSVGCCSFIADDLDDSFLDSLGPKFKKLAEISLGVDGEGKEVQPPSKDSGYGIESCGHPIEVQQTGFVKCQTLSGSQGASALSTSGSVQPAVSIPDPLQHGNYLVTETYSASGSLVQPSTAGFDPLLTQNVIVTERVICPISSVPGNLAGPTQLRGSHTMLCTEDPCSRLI
SR-BI uptake up: activators of SR-BI mediated DiI-HDL uptake, primary screen, ldlA[mSR-BI] CHO cells, DiI fluorescence; 3 h; 100 = double the neutral-control signal; 0.096% of 320,000 active; activation, % at 12.5 µM; AID 504775, 2011;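 active = mean replicate activation of at least 60% and every replicate at or above 60%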;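 note: 0% = median plate neutral-control signal and 100% = twice that signal; values of inactives mirror those of a sister screen read the other way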
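Test system: SR-BI-overexpressing, LDLR-lacking CHO cells; Also added: labelled HDL, 10 µg/mL; Measured by: bottom-read cell fluorescence after medium removal, ex 550/em 595 nm; Timing: 3 h uptake period with compound, 37 °C; Buffer or medium: F12, 0.5% BSA, 25 mM HEPES; Doses: single compound concentration, delivered by pin transfer.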
Arrestin-AP2 inh: inhibitors of beta-arrestin/AP2 binding, primary screen, biochemical, GPCR trafficking, flow cytometry | beta-arrestin 1 C-terminal peptide binding to AP2 beta2-adaptin appendage (human) | FITC-arrestin peptide / GST-AP2 beads; AP2 beta2 appendage carries R879A mutation | inhibition, % at 10 µM | 0.31% of 340,000 active;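 active = inhibition above a set limit, near 3 SD of compounds lacking own fluorescence, cut at about 54% in these data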;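 note: plate controls were DMSO wells for no effect and 5 µM unlabelled arrestin peptide for full effect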
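test system = AP2 appendage R879A on GSH beads | buffer or medium = PBS plus Tween 20 (0.05%) and BSA (0.1%) | incubation = 12 min plus 1 h, RT | detection = bead flow cytometry, FITC channel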
PKA-R1A activ: activators of PKA-R1A holoenzyme, primary screen, biochemical, fluorescence polarization, Cy5-IP20, bovine R1A, mouse PKAc | cAMP-dependent protein kinase type I-alpha regulatory subunit (Bos taurus) + … | PKA-R1A dissociation; scaled: DMSO 0%, 113 µM cGMP 100% | 0.083% of 340,000 active | activation, % at 11.4 µM;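 active = percent activation above the mean of all tested compounds plus 3 SD, cut at about 19% in these data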;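 note: higher means more PKAc released from R1A so a rise in polarization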
An asterisk follows results filed as active; i = inactive; . = not tested or not shown; + = active, no number.

item	structure	Mot1-301 SUMO	NSD2 HMT inh	SR-BI DiI inh	MITF act	dFosB act	CDK5 inh	PKA-R2B act	DSG3 Ab inh	SR-BI uptake up	Arrestin-AP2 inh	PKA-R1A activ
1	O=C(Nc1cccc([N+](=O)[O-])c1)Nc1ccc2c(c1)CCC2	19	-1	46	58	4	-0.9	10	103	-46	-3	3
2	CC(C)(C)c1cc(NC(=O)COC(=O)c2nccnc2N)n(-c2ccccc2)n1	114	-2	-6	4	-2	-0.3	2	105	6	-2	12
3	COc1ccc(NC(=O)Nc2ccc(N3CCOCC3)c3nonc23)c(OC)c1	.	26	13	9	26*	-3.4	-8	97	-13	-6	-14
4	CN(C)[C@@H](CO)c1nnc([C@H](CCC(=O)O)NC(=O)C2CCNCC2)o1	2	.	-15	2	2	-1.2	7	104	15	4	2
5	COc1ccc(/C=C(\C#N)C(=O)OCC(=O)Nc2ccc(C(C)(C)C)cc2)cc1	.	2	8	6	-6	1.3	0	108	-8	-1	-7
6	Cc1ccc(-n2c(C)cc(C=C(C#N)C#N)c2C)cc1	-4	-2	5	9	2	0.3	-4	.	-5	13	-2
7	CSCCC(NC(=O)c1ccccc1Br)C(=O)NCC(c1ccco1)N1CCCCC1 (centres undefined)	-6	-6	-10	4	-2	1.4	12	105	10	19	-9
8	CN(C)/C(CN1CCCCC1)=C1\N=C(c2ccccc2)OC1=O	+	14	-2	3	6	1.0	2	99	2	-8	-5
9	CCOC(=O)C1(Cc2cccc(F)c2)CCN(C(=O)c2cscn2)CC1	-24	1	0	15	-7	-1.1	-4	105	0	5	1
10	Cc1ccc(C)c(NC(=O)C2CCCN(S(=O)(=O)c3cccnc3)C2)c1 (centres undefined)	-2	-4	4	0	-10	0.7	-12	96	-4	-1	8
11	Cc1cccc(C)c1OCC(=O)N/N=C/c1cccn1C	39	.	0	-2	0	-4.0	-3	.	0	-3	0
12	COc1ccc(S(N)(=O)=O)cc1C(=O)OCC(=O)N1c2ccccc2NC(=O)C1(C)C	-12	1	24	12	-2	-0.9	-4	94	-24	-4	0
13	O=C(NCc1ccc2c(c1)OCO2)C1CCC(=O)N1C1CCCCC1 (centres undefined)	7	.	-17	1	2	-2.8	-11	97	17	5	0
14	COc1ccc(NC(=O)C2CCC(CNS(=O)(=O)c3csc(C(N)=O)c3)CC2)cc1OC (centres undefined)	5	3	15	1	0	-0.2	3	109	-15	-3	-17
15	COc1ccc(C(CC(=O)O)NC(=O)c2ccco2)cc1 (centres undefined)	i	-2	-29	.	7	-0.1	-3	94	29	-5	5
16	CCc1c(-c2ccccc2)[n+](=O)c2c(n1[O-])CCC2	-10	1	-19	.	-4	-2.1	-1	99	19	6	-1
17	O=C(CNc1ccccc1F)Nc1cc(S(=O)(=O)N2CCCCC2)ccc1Cl	18	-3	23	-8	-10	1.1	-3	108	-23	-19	-4
18	O=C1CCC/C=C/C[C@@H](CC(=O)N(CCO)Cc2ccccc2)C(=O)NC[C@@H](c2ccccc2)O1	-23	.	-38	23	-4	2.0	4	101	38	6	5
19	COc1ccc2c(c1)CCc1c(C(=O)NCCc3ccc(OC)c(OC)c3)noc1-2	1	-2	29	0	5	-0.1	-6	104	-29	-13	-3
20	CC(C)c1ccc(N(CC(=O)N/N=C/c2ccc(OC3CSC3)cc2)S(=O)(=O)c2ccccc2)cc1	-5	0	18	11	-14	-2.2	5	123	-18	39	2
21	Nc1cccc(CCc2nc3ccccc3[nH]2)c1	502	-3	-48	5	-9	-0.4	0	107	48	18	-10
22	Cc1ccc(C)c(NC(=O)CCN2CCC(C)CC2)c1	-27	2	2	.	-8	-1.0	-7	100	-2	-6	5
23	COc1ccc(COC(=O)c2cc(S(=O)(=O)N3CCCCC3)ccc2N2CCOCC2)cc1	-15	24	25	-3	-12	0.9	-6	102	-25	-1	-2
24	COc1ccc2oc(=N)c(C(=O)Nc3ccc(Br)cc3)cc2c1	-2	-2	-1	.	-1	0.6	-17	113	1	13	-5
25	O=C(CNC(=S)N(Cc1ccccc1)Cc1ccccc1F)NCc1ccccc1	5	0	2	-8	-15	-1.2	7	99	-2	28	-8
26	COC(=O)c1c(C(=O)OC)c(-c2ccc(C)cc2)n2c1CCC2	-26	-2	43	4	-13	0.7	4	95	-43	-5	-13
27	C=C(C)CNC(=S)NNC(=O)c1cc(C)oc1C	0	0	-1	-8	4	2.7	10	106	1	6	-1
28	COc1ccc(Cn2nnnc2C(c2cccs2)N2CCOCC2)cc1 (centres undefined)	-10	-1	3	-4	-5	1.0	-11	110	-3	.	-2
29	C=CC[N+](C)(C)C/C(Cl)=C(\Cl)c1ccccc1	0	-1	-17	-7	6	-0.8	6	98	17	-10	-1
30	O=C(NCC1CCCO1)C1CCC(=O)N1Cc1ccc(F)cc1 (centres undefined)	-28	-2	-23	-5	-4	-1.2	-5	97	23	22	-11
31	Cc1ccc(NC(=O)CN(C)C(=O)CSc2nccn2C)cc1	-5	-3	7	-4	1	-2.8	-7	110	-7	-5	-11
32	O=C(COC(=O)Cc1ccsc1)Nc1ccccc1Cl	4	0	-17	3	-3	-0.8	5	104	17	-4	0
33	CCCOc1ccc(C(=O)Nc2nc(C)c(Cc3ccc4c(c3)OCO4)s2)cc1	6	0	50	20	-1	-0.3	-16	83	-50	9	-9
34	O=C(Cc1c(F)cccc1Cl)OCC(=O)N1CCc2ccccc21	47	-5	20	45	-2	-0.5	7	95	-20	-17	14
35	COc1ccc(NC(=O)c2ccc3c(SCC(=O)O)c4c(nc3c2)CCCC4)c(OC)c1	.	3	0	0	-6	-5.3	-12	100	0	-31	6
36	CC(=O)c1ccc(NC(=O)C2C3CCC(C3)C2C(=O)O)cc1 (centres undefined)	-11	1	-12	-8	-6	2.3	-9	109	12	7	6
37	Cc1ccc(Nc2c(-c3ccccc3O)nc3cnccn23)cc1	725	1	47	-2	-7	-3.6	-9	99	-47	3	2
38	O=[N+]([O-])c1ccc(P(=O)(Cc2ccccc2)c2ccccc2O)cc1 (centres undefined)	-15	2	-21	-1	-2	-0.7	-6	100	21	14	0
39	Cc1cccc(NC(=O)CSc2nc(C3CC3)nc3ccccc23)c1	304	-2	20	-3	8	0.4	3	.	-20	3	3
40	COc1cc(CC(=O)NCCc2ccc(S(N)(=O)=O)cc2)cc(OC)c1OC	157	-3	14	.	-6	3.0	5	98	5	1	-9
41	Cc1ccccc1CN1CCC(C(=O)Nc2ccc(Oc3cccnc3)cc2)CC1	11	3	-3	-9	-4	-1.3	6	99	3	-10	-1
42	CCOC(=O)Cn1nnc(-c2ccc(OCC(C)C)cc2)n1	143	-3	4	.	3	0.2	-7	101	-4	23	-9
43	CCNc1nc(NCC)nc(SCCOc2ccc(C)cc2)n1	5	-2	18	14	-12	-0.8	0	96	-18	-2	4
44	O=C(CN1C(=O)CC(c2ccccc2)=Nc2ccccc21)NC1CCCCC1	-30	-2	33	12	-3	-0.2	3	.	.	3	-9
45	Cc1cccc(NS(=O)(=O)c2ccc(C(=O)NCCCN3CCCC3=O)cc2)c1C	-3	4	-26	-18	-9	1.5	-3	104	26	-1	-5
46	O=C(O)c1ccc(CSc2ccccn2)cc1	-9	3	-1	6	8	2.2	-7	102	1	-2	-7
47	COc1ccccc1S(=O)(=O)NCc1ccc(C(=O)NC(C)c2ccccn2)cc1 (centres undefined)	7	0	-11	5	-3	0.9	0	95	11	3	-8
48	Cc1ccc2[nH]cc(S(=O)(=O)c3ccc(C(C)C)cc3)c(=O)c2c1	-16	0	5	11	4	0.9	0	111	-5	10	3
49	CN(C)c1cccc(C(=O)OCC(=O)NC2CCCC2)c1	141	2	.	11	-4	1.1	-14	98	.	18	-4
50	COc1ccc(OC)c(S(=O)(=O)NC(C)c2ccc(-n3ccnc3)cc2)c1 (centres undefined)	-7	-1	-16	.	2	-6.1	3	119	16	1	-9
51	CCOC(=O)C1CCN(S(=O)(=O)c2ccc(CN3C(=O)c4cccnc4C3=O)cc2)CC1	16	-2	-12	0	-5	0.0	-6	106	12	31	-4
52	C=CCn1c(SCC(=O)O)nnc1-c1ccc(C(C)(C)C)cc1	21	3	5	6	-4	1.7	12	114	-5	-6	-6
53	C=CCn1c(NCCO)nc2sc3c(c2c1=O)CCC3	-10	.	-7	6	4	0.2	5	102	7	-2	2
54	Cc1[nH]c2ccc(C(=O)NC3CCCC3)cc2c1C	0	2	22	.	-4	0.2	-2	109	-22	14	14
55	C=CCOC(=O)C1=C(C)NC(=O)NC1c1ccc(N(C)C)cc1 (centres undefined)	-2	-1	-7	.	-6	0.3	4	113	7	39	-2
56	O=c1c(Cc2ccccc2)c(O)ccn1Cc1ccc2c(c1)OCO2	59	-2	-34	-15	37*	0.7	-4	98	34	11	-10
57	O=C(O)C(Cc1ccccc1)N1C(=O)c2cccc3cccc(c23)C1=O (centres undefined)	-8	-1	-11	-13	6	-0.8	-3	108	11	17	-6
58	COc1ccc(C2=Nn3c(nnc3-c3cccnc3)SC2)cc1	.	-1	27	.	-39	-1.8	5	96	-27	10	-2
59	Cc1ccc(S(=O)(=O)NCC(C)n2nc(C)cc2C)cc1 (centres undefined)	-3	-7	15	6	-11	0.1	1	109	-15	24	-2
